High-throughput results as filed in PubChem BioAssay.
OXTR potentiate – potentiates the human oxytocin receptor response; P30559; CHO-OTR cells, Fluo-8 calcium fluorescence, potentiator mode; 0% = oxytocin EC15, 100% = EC100; activation, % at 3 µM; 320,000 tested, 0.061% active;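 active = activation above that plate's cutoff, the mean activation of tested compounds plus 3 SD, cut at about 6.6% in these data, passing the limit was not always enough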;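 note: 100% uses oxytocin at 75 nM as the full agonist control; some results filed as inactive read as strong as hits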
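System: human OTR in CHO cells / Also added: sub-maximal oxytocin, roughly EC15 / Control set: EC15 oxytocin low, 75 nM oxytocin high / Schedule: 6 min compound pre-incubation at room temperature, 100 s kinetic read / Compound: single-point 3.0 µM / Replication: singlicate / Technique: Fluo-8 calcium dye fluorescence / Read-out basis: % activation of max/min ratio relative to oxytocin controls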
CHRM1 antagonist – antagonists of human M1 muscarinic receptor. P11229. CHO-K1 hM1, Fluo-8 calcium fluorescence, ACh EC80 antagonist. inhibition, % at 3 µM. 360,000 tested, 1.3% active. AID 588852;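 active = percent inhibition above its own plate's cutoff, namely the mean of that plate's compound wells plus 3 SD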;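 note: peak over basal fluorescence ratio during 140 s after agonist addition; 0% = ACh EC80 plus DMSO and 100% = DMSO alone without agonist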
Target sequence (P11229 whole entry, looked up): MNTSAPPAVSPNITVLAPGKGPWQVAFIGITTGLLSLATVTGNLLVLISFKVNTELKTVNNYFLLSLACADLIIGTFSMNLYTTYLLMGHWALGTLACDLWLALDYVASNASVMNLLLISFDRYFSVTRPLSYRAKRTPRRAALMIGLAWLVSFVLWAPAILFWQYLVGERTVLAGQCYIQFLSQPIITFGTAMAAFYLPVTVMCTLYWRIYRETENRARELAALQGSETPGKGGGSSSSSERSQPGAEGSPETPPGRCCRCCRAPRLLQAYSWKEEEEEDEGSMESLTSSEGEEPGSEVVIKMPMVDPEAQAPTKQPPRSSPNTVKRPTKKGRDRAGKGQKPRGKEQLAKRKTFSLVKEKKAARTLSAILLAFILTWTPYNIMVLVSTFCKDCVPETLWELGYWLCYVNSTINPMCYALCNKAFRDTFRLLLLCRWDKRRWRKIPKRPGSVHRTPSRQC
M1 PAM – human CHRM1 positive allosteric modulation. CHO-K1 hM1, Fluo-8 calcium fluorescence, ACh EC20; 0% = ACh EC20, 100% = maximal ACh. activation, % at 3 µM. 360,000 tested, 0.088% active. AID 588819; in the data active = activation above about 19%, passing the limit was not always enough
CHRM1 agonist – activates human CHRM1 receptor | P11229 | 360,000 tested, 0.33% active | activation, % at 3 µM | CHO-K1 hM1, Fluo-8 calcium fluorescence, agonist mode; 0% DMSO, 100% acetylcholine EC100;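 active = activation above the run's mean compound activation plus 3 SD, cut at about 16% in these data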;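 note: peak over basal fluorescence ratio within a 140 s kinetic read after compound addition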
CHO parental Ca – counter-screen for OX1R antagonists: effect in parental CHO cells. parental CHO-K1, ATP-induced calcium, Fluo-8 fluorescence. inhibition, % at 5.6 µM. 330,000 tested, 0.63% active. AID 463079;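 active = inhibition above that plate's mean sample inhibition plus 3 SD, cut at about 26% in these data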;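 note: 0% = ATP-challenged DMSO wells and 100% = DMSO wells without ATP; some compounds past the cut are filed as inactive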
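Test system: untransfected parental CHO cell line. Compound: one dose, 5.6 µM nominal. Detection: intracellular calcium via Fluo-8 no-wash fluorescent dye. Measure: % inhibition. Benchmarks: ATP-challenged DMSO wells low, unchallenged DMSO wells high.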
CHRM4 antagonist – antagonists of human muscarinic M4 receptor (CHRM4); inhibition, % at 3 µM; CHO-hM4 cells, ACh EC80, Fluo-8 calcium fluorescence; 360,000 tested, 0.73% active; AID 624125;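 active = inhibition above its plate's cutoff, the mean inhibition of sample wells plus 3 SD, cut at about 27% in these data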;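 note: 0% = acetylcholine EC80 with DMSO and 100% = DMSO without agonist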
Target sequence (P08173 whole entry, looked up): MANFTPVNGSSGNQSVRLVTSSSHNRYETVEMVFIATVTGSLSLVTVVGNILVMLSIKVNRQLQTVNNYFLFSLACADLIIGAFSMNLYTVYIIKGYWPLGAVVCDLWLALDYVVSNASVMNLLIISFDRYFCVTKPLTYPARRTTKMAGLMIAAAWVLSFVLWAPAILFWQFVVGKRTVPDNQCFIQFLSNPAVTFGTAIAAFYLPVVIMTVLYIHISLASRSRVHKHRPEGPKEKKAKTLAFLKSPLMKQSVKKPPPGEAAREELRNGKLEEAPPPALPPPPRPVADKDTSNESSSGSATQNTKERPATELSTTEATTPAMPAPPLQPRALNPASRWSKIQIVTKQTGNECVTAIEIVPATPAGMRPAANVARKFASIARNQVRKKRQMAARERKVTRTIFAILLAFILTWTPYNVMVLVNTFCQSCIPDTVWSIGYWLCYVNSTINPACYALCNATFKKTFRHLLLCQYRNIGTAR
CHO-K1 Ca antag – M1 antagonist counterscreen hit in parental CHO-K1 cells; ATP-induced calcium, Fluo-8 fluorescence; inhibition, % at 3 µM; 360,000 tested, 0.6% active;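 active = inhibition above a per-plate cutoff, the plate's mean sample inhibition plus 3 SD, cut at about 24% in these data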;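 note: 0% = DMSO plus EC80 ATP and 100% = DMSO alone without ATP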
CHRM4 agonist – CHRM4 agonism in calcium assay; AID 624127; 360,000 tested, 0.14% active; CHO-K1 hM4/Gqi5, Fluo-8 calcium fluorescence; vehicle 0%, full acetylcholine response 100%; P08173; activation, % at 3 µM;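 active = activation above the run mean over all test wells plus 3 SD, cut at about 32% in these data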;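 note: peak over basal fluorescence ratio per well then scaled between controls; 0% = DMSO wells and 100% = acetylcholine at EC100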
M1 ag parental – counter-screen for M1 agonists: effect in parental CHO-K1 cells; Fluo-8 calcium fluorescence; scaled to maximal ATP response, vehicle zero; activation, % at 3 µM; 360,000 tested, 0.48% active; in the data active = activation above about 15%;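 note: untransfected CHO-K1 host cells lacking M1 receptor as counterscreen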
Starred values were filed as active, the others as inactive; / = no result given.

SMILES	OXTR potentiate	CHRM1 antagonist	M1 PAM	CHRM1 agonist	CHO parental Ca	CHRM4 antagonist	CHO-K1 Ca antag	CHRM4 agonist	M1 ag parental
COc1ccc(OC)c(/C=C/C(=O)OCC(=O)N2C(C)CCCC2C)c1 (stereo not drawn)	-2	-7	-1	-7	-21	1	-9	2	-0.3
O=C1NC2(CCCCC2)N(C(=O)c2ccccc2)C2=C1CCCC2	6	-2	4	-4	-8	-2	-11	1	-0.1
Cc1nc2nc(SCC(=O)O)nn2c(C)c1Cc1ccccc1Cl	-1	-12	10	-1	0	-11	-14	1	0.1
Cc1ccc(-c2c(C)c(-c3ccc(F)cc3)nc(N)c2C#N)o1	-6	-9	2	-4	-21	-2	-20	0	-0.1
CCCCN1CC(COCc2ccccc2)Oc2cccc(OCc3ccc(OC)cc3)c2S1(=O)=O (stereo not drawn)	/	7	-1	0	/	-6	-2	1	3.1
O=C(c1cccs1)N(Cc1ccc(F)cc1)C1CCS(=O)(=O)C1 (stereo not drawn)	-9	-13	6	-1	4	-6	-9	2	0.7
CCN(C(=O)COC(=O)CCNS(=O)(=O)c1ccccc1F)c1c(N)n(Cc2ccccc2)c(=O)[nH]c1=O	-2	-5	7	-4	-8	-3	-14	0	0.6
CN(C)N1C(N)=C(C#N)C(c2ccccc2)C2=C1CC(C)(C)CC2=O (stereo not drawn)	-6	-10	11	-5	-6	-7	-17	0	2.2
COc1ccc(CNc2cc([N+](=O)[O-])ccc2OC)cc1	1	-11	-10	-10	-20	9	-15	-1	0.0
COc1ccc(NC(=O)C2(C)CCN2Cc2ccc(OC(F)(F)F)cc2)cc1OC (stereo not drawn)	/	-16	6	-6	/	-6	-3	1	0.2
COC(=O)c1cc(=O)nc2sc(-c3ccccc3)nn12	3	-8	6	-4	6	1	-6	0	0.1
O=C1C=C(c2ccc(O)cc2)C[C@@H](c2ccc(Cl)cc2)C1	-7	-17	14	1	-15	-3	-20	6	2.5
COc1ccc(/C=C(/NC(=O)c2ccco2)C(=O)N2CCCCCC2)cc1OC	-7	12	0	15	-13	-1	2	6	12
Cn1nc(C(F)(F)F)cc1-c1ccc(S(N)(=O)=O)s1	-2	-19	10	-1	-8	-11	-9	1	3.0
O=C(CC1Sc2ccccc2NC1=O)Nc1cccc(C(=O)O)c1 (stereo not drawn)	-4	-11	8	-1	7	-11	-15	0	0.2
Cc1ccc(C(=O)N/C(=C/c2ccccc2)C(=O)NC(Cc2ccccc2)C(=O)O)cc1 (stereo not drawn)	-9	-11	11	-7	-2	-13	-6	0	0.7
Oc1cc(O)c2c(c1)O[C@H](c1ccc(O)c(O)c1)[C@@H](O)C2	-5	-28	5	0	-4	-7	-5	0	0.5
COc1ccccc1-n1c(SCC(=O)N2CCCCC2)nc2cccnc21	-14	8	-3	-5	-16	4	0	0	0.1
Oc1ccc(NCc2ccc(OCc3ccccc3)cc2)cc1	/	8	-5	-3	/	-4	6	0	-0.2
CCOC(=O)N1CCN(C(=O)c2cc(COc3cccc(C(F)(F)F)c3)on2)CC1	-5	-3	3	1	-1	-7	9	6	1.8

Not a retest: five of the compounds above.
SMILES	OXTR potentiate	CHRM1 antagonist	M1 PAM	CHRM1 agonist	CHO parental Ca	CHRM4 antagonist	CHO-K1 Ca antag	CHRM4 agonist	M1 ag parental
CN(C)N1C(N)=C(C#N)C(c2ccccc2)C2=C1CC(C)(C)CC2=O (stereo not drawn)	-6	-10	11	-5	-6	-7	-17	0	2.2
COc1ccc(CNc2cc([N+](=O)[O-])ccc2OC)cc1	1	-11	-10	-10	-20	9	-15	-1	0.0
COc1ccc(NC(=O)C2(C)CCN2Cc2ccc(OC(F)(F)F)cc2)cc1OC (stereo not drawn)	/	-16	6	-6	/	-6	-3	1	0.2
COC(=O)c1cc(=O)nc2sc(-c3ccccc3)nn12	3	-8	6	-4	6	1	-6	0	0.1
O=C1C=C(c2ccc(O)cc2)C[C@@H](c2ccc(Cl)cc2)C1	-7	-17	14	1	-15	-3	-20	6	2.5

(more compounds)
SMILES	OXTR potentiate	CHRM1 antagonist	M1 PAM	CHRM1 agonist	CHO parental Ca	CHRM4 antagonist	CHO-K1 Ca antag	CHRM4 agonist	M1 ag parental
CCCCCNc1nc(NCCCO)c(C#N)c2c1CN(C)CC2	-9	-2	0	-2	-14	7	-9	0	1.9
CCOC(=O)N1CCN(C(=O)C2CCN(S(=O)(=O)c3cc(C)ccc3OC)CC2)CC1	-7	7	-17	-13	-6	-5	-7	2	0.9
Cc1ccc(NC(=O)c2ccc(S(=O)(=O)NCc3cccnc3)cc2)c(C)c1	-5	14	16	2	-10	7	-5	8	4.4
O=C(c1ccncc1)N(c1ccc2oc3c(c2c1)CCCC3)S(=O)(=O)c1cccc([N+](=O)[O-])c1	-8	-5	9	-7	-21	8	-5	1	0.6
CC(CN1CCCC1)OC(=O)c1ccc(F)cc1 (stereo not drawn)	-5	-6	4	-8	-5	-6	-10	1	0.9
COC(=O)CC1=C(C(=O)OC)C(c2ccc3c(c2Cl)OCO3)C(C#N)=C(N)O1 (stereo not drawn)	-4	-9	7	-5	-8	-6	-12	1	-0.1
OCCN1CCSC1=S	/	-25	14	2	/	-1	-5	1	0.2
Cc1ccc(/C=N/n2c(-c3ccccc3)n[nH]c2=S)cc1	-6	7	-4	-8	-5	5	22	-2	-0.4
NS(=O)(=O)c1ccccc1	-5	-3	4	-3	10	-14	-16	0	1.4
COc1ccc(NC(=O)CN(C)CC(=O)Nc2ccccc2SC)cc1Cl	-2	4	-2	-5	-21	-4	13	3	1.6
CC1(C)CC(=O)C(CC(=O)NC(=O)NCc2ccccc2)=C(O)C1	-7	-24	13	-2	-9	-3	-7	0	0.3
CCC1(CC)C(=O)C2=C3C1[C@H](C(=O)OC)C=C(C(=O)OC)C[C@H]3n1c(=O)n(-c3ccccc3)c(=O)n1[C@H]2C (stereo partly drawn)	-5	-5	9	-1	-2	-3	-10	4	0.7
Cc1ccc(/C=N/NC(=O)Cn2nc(C)c(Br)c2C)o1	-5	-1	0	-7	3	-5	6	0	-0.3
O=C(Nc1cccc(Cl)c1)Nc1ccc2c(c1)OCO2	-25	21	-8	2	15	6	21	15	9.3
Cc1sc2nc(SCC(=O)N(C)c3ccccc3)n(C)c(=O)c2c1C	-7	0	18	9	-19	-4	13	1	-0.3
NC(c1csc(NC(=O)Nc2ccccc2Oc2ccccc2)n1)c1ccccc1Cl (stereo not drawn)	/	-4	9	2	/	3	3	9	1.5
C=CCNS(=O)(=O)NC(=O)C1=C(N2CCCC2)COC1=O	-8	-4	4	-5	5	8	-17	1	0.3
CC(=O)Nc1cccc(C(=O)OC(C)C(=O)NC2CCCc3ccccc32)c1 (stereo not drawn)	-3	-12	11	-1	-9	-14	-11	6	3.4
CC(=O)N(C)c1ccc(NC(=O)c2ccc([N+](=O)[O-])cc2Cl)cc1	-1	4	-4	-3	-3	4	1	2	0.5
Cc1cc(C)cc(NC(=O)C(=O)NCc2ccccn2)c1	2	-8	8	-4	-3	5	5	0	-0.4
CCN(CCNC(=O)C1CCN(Cc2nc(-c3ccc(Cl)cc3)oc2C)CC1)c1ccccc1	-8	1	2	3	1	11	0	15	4.5
C=CCNC(=S)NNC(=O)COc1ccc(Br)cc1	1	-8	15	-7	-3	1	-10	1	0.9
CCOC(=O)N1CCN(CC(=O)Nc2ccc(F)cc2F)CC1	-2	-1	4	-3	28*	-8	-10	0	0.2
O=C(NCc1cccnc1)c1cc(C2CCCN(S(=O)(=O)c3cccc4cccnc34)C2)on1 (stereo not drawn)	/	-14	9	-8	/	-1	-19	3	2.1
Oc1cccc(/C=N/NC(=S)Nc2cccnc2)c1O	-4	-9	8	-2	-6	-8	-8	0	0.3
CS(=O)(=O)Nc1ccc(C(=O)Nc2ccc(S(=O)(=O)N3CCCCC3)cc2)cc1	/	15	-4	-7	/	2	-6	1	0.4
CCCC1=C(C(=O)OCC)C(c2ccc(NC(C)=O)cc2)NC(=O)N1 (stereo not drawn)	1	-10	15	1	-3	-15	-13	-1	0.0
O=C1C[C@@H](c2ccccc2)Oc2cc(O)cc(O)c21	-4	-12	9	-1	-15	0	-17	2	0.6
CCOc1ccc(Cl)cc1S(=O)(=O)n1cnc2ccccc21	-20	2	-2	-1	-12	-3	5	0	-0.1
O=C(COc1ccccc1-c1ccccc1)NCc1ccco1	-13	5	-6	-13	-29	-7	3	10	2.4
COc1ccc(-c2cc(CCCC(=O)NCCc3cc(OC)ccc3OC)no2)cc1	-2	5	-5	-5	-26	4	-10	7	8.4
Cn1c(CCCNC(=O)c2ccccc2)nc2ccccc21	-7	-7	6	-3	-14	-5	-4	2	0.3
Cc1nc(NC(=O)/C=C/c2ccccc2)sc1C(=O)N1CCCCC1	-19	-17	15	1	-28	-7	-14	6	1.7
Cc1ccc(C2=CSC3=NCCN23)cc1	2	-17	11	-7	0	-22	-12	0	0.9
O=C1C2CC=C(Cl)CC2C(=O)N1CCC[n+]1cccc2ccccc21 (stereo not drawn)	-7	3	-4	-11	5	-3	-13	0	0.1
O=S(=O)(c1ccc(Cl)cc1)n1c(Cc2ccccc2)nc2ccccc21	5	4	2	-3	-14	12	-8	1	0.9
NC(=O)[C@@H]1CCCN1C(=O)c1cc(COc2ccc(F)cc2F)on1	-6	6	-1	0	-8	-1	-8	1	0.7
COc1ccc(C(c2c(NC(=O)c3ccccc3)sc(C)c2C)N2CCN(CCO)CC2)cc1 (stereo not drawn)	0	0	5	-6	-22	3	-5	0	-0.1
NS(=O)(=O)c1ccc(NC(=S)NC(=O)c2cccs2)cc1	-5	-6	4	-5	7	3	-11	2	1.4
COc1ccc(-c2nnc(SCC(=O)N3CCC(Cc4ccccc4)CC3)o2)cc1OC	2	-2	5	-4	-5	13	-7	-1	0.6
CC1CC(C)CN(C(=O)COC(=O)/C=C/c2cccc([N+](=O)[O-])c2)C1 (stereo not drawn)	/	-16	12	-1	/	-14	-2	1	-0.1
Cc1ccc(Nc2cc(C)nc(NCc3ccccc3)n2)cc1	-15	12	1	1	15	3	5	10	5.5
CN(C)/C=N/c1nc2nccc(-c3cccc(Cl)c3)n2n1	-3	0	1	-12	0	-5	6	0	21*
CC(C)(CC(=O)O)CC(=O)N1CCN(c2cc(C(F)(F)F)nc3ccccc23)CC1	-3	19	-10	-5	-4	12	12	17	6.2
Cc1cc(NCc2ccccn2)n2nc(C)c(-c3ccc(Cl)cc3)c2n1	-9	13	-5	-6	-38	1	-6	7	3.2
NC(=S)NN=Cc1c[nH]c2nccnc12	/	-11	4	-2	/	-6	-3	0	3.2
COC(=O)C(NNc1ccccc1)(NC(=O)c1ccccc1F)C(F)(F)F (stereo not drawn)	-22	-17	11	-2	-6	0	-8	-1	0.0
Cc1ccc(C)n1CCN1CCN(C(=O)c2ccco2)CC1	-4	-24	0	-8	-3	5	-4	0	0.0
NC(=S)Nc1cccc2cccnc12	-1	-14	10	0	-11	3	-4	1	0.0
Cc1cc(OCC(=O)NCCc2c[nH]c3ccccc23)c2c(C)c(C)c(=O)oc2c1	-9	1	0	-3	-8	-5	24	0	-0.2
